Screening data deposited in PubChem BioAssay by National Center for Advancing Translational Sciences (NCATS).
HT1080NT lethal: kills 2HG-producing HT-1080-NT fibrosarcoma cells; actives 1.6% (n = 360,000); Potency, µM (top dose mostly 46.1 µM), for inactives: top-dose activity, negative = less viability, most hits filed as cytotoxic; AID 686970; HT-1080-NT fibrosarcoma viability, CellTiter-Glo ATP luminescence, 48 h;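 note: NT is the 2HG producing partner of a matched IDH1 knockdown line; 0% = DMSO-treated cells and -100% = media-only wells without cells; nearly all actives have a fitted effect of over 55% in size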
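A 48-hour cytotoxicity screen used HT-1080-NT cells plated 2 hours before compound delivery. ATP-based CellTiter-Glo luminescence measured viability, normalized to DMSO and no-cell controls.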
TDP-43 yeast inh: inhibitors of TDP-43 toxicity in yeast. TDP-43 expressing yeast growth rescue, BacTiter-Glo, 24 h. Potency, µM (titrated, usually from 46.1 µM), inactives show top-dose growth rescue (activation), actives largely listed as activators. actives 1.8% (n = 410,000). AID 652104; note: % of control where 0% means no effect; nearly all actives have a fitted effect of over 50% in size
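In this qHTS, compounds that restore growth of yeast expressing TDP-43 appear as activators. Cells (OD600=0.02, galactose medium, raffinose-pregrown) are incubated with compound 24 hr at 30 deg C and growth is quantified by BacTiter-Glo.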
HT1080 IDH1KD tx: HT-1080 IDH1 knockdown cell toxicity (counter line); HT-1080 IDH1 knockdown viability, ATP luminescence, 48 h; Potency, µM (titrated, usually from 46.1 µM), for inactives: top-dose activity, negative = toxicity, most hits filed as cytotoxic; actives 2% (n = 360,000);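 note: 0% = DMSO wells and -100% = cell-free medium wells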
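Using the IDH1-knockdown HT-1080 line run in the same batch and compound series as the NT line, viability after 48 h at 37 °C was determined by CellTiter-Glo luminescence and expressed as % activity.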
SW480 rereplic: DNA re-replication induction in SW480 cells. actives 1.8% (n = 340,000). Potency, µM (titrated, usually from 46.1 µM), for the others: at the highest dose re-replication activation, actives largely listed as activators. SW480 DNA re-replication, Hoechst DNA content imaging, 48 h. AID 624297; note: % of control where 0% means no effect; nearly all actives have a fitted effect of over 55% in size
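SW480 cells exposed to compounds for 48 hr at 37 C, 5% CO2, then Hoechst-stained 40 min. Nuclear DNA content imaged by fluorescence scanning (405 nm excitation, 500-530 nm emission); re-replication scored as increased high-intensity nuclei.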
KB-3-1 tox: kills parental KB-3-1 adenocarcinoma cells; KB-3-1 viability, CellTiter-Glo ATP luminescence, 72 h; Potency, µM (titrated, usually from 46.1 µM), for inactives: at the highest dose activity change, negative = cytotoxic, most hits filed as cytotoxic; actives 1.4% (n = 400,000); note: % is set by controls: 0 for no effect and ±100 for the full control effect; nearly all actives have a fitted effect of over 60% in size
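Here the drug-naive KB-3-1 line serves as comparator for MDR sub-line selectivity; cells received compound titrations, 72 h at 37 °C, then CellTiter-Glo readout.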
GLP1R inv ag: inverse agonists of human GLP-1 receptor; Potency, µM (highest dose often 38.3 µM), inactives show top-dose activity change, negative = inhibition, actives largely listed as inhibitors; P43220; HEK293 GLP-1R CRE-luciferase, luminescence, 24 h; GLP-1R form is constitutively active; AID 624417; actives 1.6% (n = 410,000); note: % is set by controls: 0 for no effect and ±100 for the full control effect; nearly all actives have a fitted effect of over 55% in size
Target sequence (P43220 whole entry, looked up): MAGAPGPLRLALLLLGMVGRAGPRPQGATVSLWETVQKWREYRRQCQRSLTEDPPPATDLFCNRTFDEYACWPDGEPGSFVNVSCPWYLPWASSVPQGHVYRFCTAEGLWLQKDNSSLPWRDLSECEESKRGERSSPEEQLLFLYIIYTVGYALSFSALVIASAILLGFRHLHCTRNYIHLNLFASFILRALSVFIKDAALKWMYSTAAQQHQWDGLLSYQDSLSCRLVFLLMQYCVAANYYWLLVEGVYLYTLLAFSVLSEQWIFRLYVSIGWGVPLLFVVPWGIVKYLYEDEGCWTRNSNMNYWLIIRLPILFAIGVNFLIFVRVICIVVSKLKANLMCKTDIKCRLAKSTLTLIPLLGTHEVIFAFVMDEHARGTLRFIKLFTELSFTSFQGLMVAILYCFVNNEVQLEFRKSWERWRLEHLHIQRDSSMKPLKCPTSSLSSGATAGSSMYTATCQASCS
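Constitutively active GLP-1R drives a cAMP-responsive luciferase in stably transfected HEK293 cells; test compounds are added after overnight (12 h) attachment and left 24 hr, and signal loss in luminescence marks inhibition.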
GLP1R ag: agonists of human GLP-1 receptor; P43220; Potency, µM (highest dose often 45.6 µM), for the others: at the top dose activation, most hits filed as activators; actives 0.007% (n = 380,000); AID 624172; HEK293 GLP-1R CRE-luciferase, luminescence, 4-6 h; cells express a hypersensitive GLP-1R form; note: % of control where 0% means no effect
HEK293 tox: cytotoxicity in counter-screen for GLP-1R inverse agonists; Potency, µM (highest dose often 38.3 µM), for inactives: at the top dose activity change, negative = inhibition, usual class: inhibitors; actives 0.13% (n = 410,000); AID 624418; HEK293 cAMP-luciferase reporter cells, luminescence, 24 h;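 note: loss of luciferase light is scored as toxicity; % is set by controls: 0 for no effect and ±100 for the full control effect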
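Compound-treated cells are incubated 24 hr at 37 deg C under 5% CO2 after a 12 hour attachment period, then luciferase detection reagent is added and luminescence is measured following 12 min at room temperature; lowered signal indicates toxicity.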
KB-V1 cytotox: KB-V1 MDR subline cytotoxicity; KB-V1 MDR cells viability, CellTiter-Glo, 72 h; Potency, µM (titrated, usually from 46.1 µM), for the others: top-dose activity change, negative = cytotoxicity, actives largely listed as cytotoxic; actives 3.4% (n = 400,000); AID 1347076; note: % is set by controls: 0 for no effect and ±100 for the full control effect; nearly all actives have a fitted effect of over 60% in size
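Cytotoxicity via CellTiter-Glo luminescence after 72 h compound exposure at 37 degrees C. Cells: drug-selected KB-V1 line, DMEM phenol-red free plus 10% FBS. Compounds tested at multiple concentrations; normalized data fitted to concentration-effect curves.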
The depositor's hits bear a star; ? = inconclusive; . = no result given; [ ] = another dose, or the depositor's remark. Calls come from the whole dose curve; as a rule, active = well fitted curve in the direction sought with a large enough effect; inconclusive = small, poorly fitted or top-dose-only effect, or another doubt; inactive = no such curve, though single readings can be large; an effect the other way counts as inactive or inconclusive. Potency is the fitted concentration of half-maximal effect.

SMILES	HT1080NT lethal	TDP-43 yeast inh	HT1080 IDH1KD tx	SW480 rereplic	KB-3-1 tox	GLP1R inv ag	GLP1R ag	HEK293 tox	KB-V1 cytotox
O=C(N/N=C/c1ccc(-c2ccccc2[N+](=O)[O-])o1)c1cccnc1	-4%	2%	0%	2%	0%	1%	30%	-16%	13%
COc1ccc(/C=C/C(=O)C2CC2)cc1COc1cccc(C)c1C	?	20%	?	?	-6%	?	26%	15%	-28%
Cc1ccc(S(=O)(=O)N2CCCCC2)cc1C(=O)NCC1CCCO1 (stereo not drawn)	-4%	-10%	1%	-3%	-1%	-4%	2%	4%	8%
COc1ccc(NC(=O)C[C@H]2C(=O)N(C3CCCCC3)C[C@@H]2CSC)cc1	13%	15%	0%	.	12%	-17%	18%	-23%	2%
Cc1ccc(S(=O)(=O)N2CCCC2C(=O)NCc2ccco2)cc1 (stereo not drawn)	-7%	-12%	-3%	-1%	20%	-5%	-1%	11%	?
CCOC(=O)N1CCC(O)(c2cc(C)c(C)cc2C)CC1	12%	3%	-7%	-7%	?	0%	-8%	3%	-26%
CC(C)(C)c1nc2scc(-c3ccc(Cl)cc3)c2c(=O)o1	13%	-11%	2%	-9%[9.22 µM]	11%	0%	-5%	75%[activator]	3%
Cc1nn(CCCC(=O)Nc2ccccn2)c(C)c1[N+](=O)[O-]	4%	14%	2%	-2%	13%	-21%	2%	0%	-22%
CNc1ccc(Br)cc(C(=O)/C=C/c2ccc(OC)cc2OC)c1=O	-7%	4%	-17%	0%	-10%	17%	4%	-14%	?
Cc1ccc(NC(=O)C2CCCN(c3nnc(C)c4c(C)n(-c5ccccc5)nc34)C2)cc1Cl (stereo not drawn)	.	11%	.	.	0%	18%	.	-18%	0%
CCOC(=O)c1cc(-c2c(Cl)cccc2Cl)no1	9%	6%	6%	-9%	2%	-5%	6%	-9%	9%
Fc1ccc(-c2cnn3c(-c4ccncc4)ccnc23)cc1	-22%	16%	-12%	29%	22%	17%	5%	4%	-11%
Cc1nc(C2COc3ccccc3O2)sc1C(=O)O (stereo not drawn)	-8%	-16%	-5%	-12%	-21%	14%	9%	12%	-9%
CN(C)S(=O)(=O)c1cccc2c1C(=O)c1ccccc1C2=O	-1%	0%	-9%	21µM*	3%	-2%	0%	12%	-20%
Cc1cc(C)n2c(-c3ccccc3Cl)nnc2n1	7%	0%	9%	-253%[inhibitor]	3%	14%	-5%	11%	-13%
COC(=O)c1cn(-c2ccccc2)c(=O)c2ccccc12	3%	4%[9.22 µM]	-1%	-2%	-13%	10%	10%	-10%	4%
c1c(CC2CCCC2)nnn1C[C@H]1CC[C@@H]([C@@H]2CC[C@H](Cn3cc(CC4CCCC4)nn3)O2)O1	4%	10%	16%	1%	2%	0%	-1%	1%	-4%
COc1ccc(C2/C=C\CNCC(=O)N2Cc2ccc(F)cc2)cc1 (stereo not drawn)	9%	-6%	12%	-7%	-6%	9%	0%	0%	-7%
C/C(=N/NC(=O)CNc1ccc(C)cc1)c1ccc(Br)s1	-23%	-19%	-28%	4%	5%	5%	-4%	-2%	0%
O=C(OCC(=O)c1ccc(Cl)cc1Cl)c1ccccn1	3%	24%	3%	-22%	7%	?	2%	-1%	?
Fc1cc(F)cc(Nc2nc(Cl)nc(NC3CCCC3)n2)c1	.	.	.	8%	?	.	-10%	.	0%
N#C/C(=C(/O)COC(=O)c1ccc(O)cc1)c1nc2ccccc2[nH]1	-12%	-22%	-16%	7%	-2%	-18%	-2%	1%	16%
Cc1cc2ccccc2n1CCNC(=O)COc1ccccc1	-7%	20%	-2%	-7%	0%	-13%	-7%	-12%	-1%
COC(=O)[C@H](CC(C)C)NC(=O)NC1CCCc2ccccc21 (stereo partly drawn)	-2%	-4%	-7%	-2%	4%	?	0%	14%	?
C[C@H]1CN([C@@H](C)CO)C(=O)CCCn2nncc2CO[C@@H]1CN(C)C(=O)Nc1ccc2c(c1)OCO2	8%	16%	3%	.	27%	5%	12%	4%	12%
CC1CCc2nn(CC(=O)NC3CCCC3)cc2C1 (stereo not drawn)	2%	6%	11%	0%	19%	7%	-4%	-10%	19%
CCc1ccc(-c2cn3nc(CC)sc3n2)cc1	.	0%	.	.	11%	?	.	0%	-5%
COc1ccc(NC(=S)N2CCCC(CO)C2)c(OC)c1 (stereo not drawn)	14%	-16%	26%	-5%	-2%	5%	5%	-10%	14%
O=C(Nc1ccc(N2CCN(C(=O)c3ccc(Cl)cc3)CC2)cc1)c1ccc([N+](=O)[O-])o1	10µM*	12%	2.6µM*	?	0%	21%	3%	-36%	0%
CC12CC3CC(C)(C1)CC(CN1CCOCC1)(C3)C2	-2%	5%	-4%	-5%	1%	0%	6%	-1%	0%
CCOc1cc(/C=N\NC(=O)Cc2ccccc2)ccc1OCC(=O)Nc1ccc(C)c(C)c1	4%	0%	10%	-1%	?	0%	0%	-2%	?
COc1ccc2nc(NC(=O)c3ccccc3-c3ccccc3C(=O)O)sc2c1	13%	27%	2%	?	-21%	13%	1%	21%	22%
O=S(=O)(Nc1cccc(C(F)(F)F)c1)c1cnc[nH]1	5%	-1%	-1%	-2%	16%	31%[activator]	-12%	-9%	-2%
CCn1c2ccccc2c(=O)c2ccccc21	10%	13µM*	-16%	23µM*	-8%	100%[activator]	10%	.	-15%
COc1ccc(CN(C(=O)c2ccc(CN3CCOCC3)o2)C(C(=O)NCC2CCCO2)c2ccc(F)cc2)cc1 (stereo not drawn)	9%	12%[9.22 µM]	10%	-6%	-6%	18%	1%	-2%	-18%
O=C(CSc1ncc(CO)n1Cc1ccccc1)Nc1ccc(C(F)(F)F)cc1	.	-10%	.	.	2%	?	-3%	-12%	?
COc1ccc(CN2CCCCC2c2cccnc2)c(OC)c1C (stereo not drawn)	8%	-2%	0%	-2%	-9%	-22%	8%	36%[activator]	0%
COc1ccccc1NC(=O)c1ccc(NC(=O)CSc2nncn2C)cc1	0%	15%	0%	-4%	?	2%	13%	-9%	1%
CC(C)c1ccccc1-n1c(SCc2cc(=O)oc3ccc4ccccc4c23)nnc1-c1cccnc1	-26%	-5%	?	.	?	?	2%	-6%	21µM*
CCOC(=O)Cn1c(=N)n(CCOc2ccc(F)cc2)c2ccccc21	23%	5%	17%	4%	-1%	19%	8%	2%	0%

The last 2 records of the part before open the next one:
SMILES	HT1080NT lethal	TDP-43 yeast inh	HT1080 IDH1KD tx	SW480 rereplic	KB-3-1 tox	GLP1R inv ag	GLP1R ag	HEK293 tox	KB-V1 cytotox
CC(C)c1ccccc1-n1c(SCc2cc(=O)oc3ccc4ccccc4c23)nnc1-c1cccnc1	-26%	-5%	?	.	?	?	2%	-6%	21µM*
CCOC(=O)Cn1c(=N)n(CCOc2ccc(F)cc2)c2ccccc21	23%	5%	17%	4%	-1%	19%	8%	2%	0%
Cc1ccc2nc(-c3ccncc3)cc(-c3ccccc3)c2c1	?	24%	?	?	-7%	-8%	-1%	-8%	-9%
Cc1nnc2ccc(-c3cccc(NS(C)(=O)=O)c3)nn12	-1%	-13%	-3%	-11%	9%	18%	8%	3%	-10%
CCN(CC)c1ccc(CNc2nc3ccccc3n2C)cc1	-1%	1%	-12%	1%	-22%	-20%	1%	8%	4%
c1ccc(Cc2cc(-c3ccccc3)on2)cc1	-30%	-29%	-13%	-5%	-1%	149%[activator]	12%	40%[activator]	-2%
COc1ccc(/C=C2\SC(=NCc3ccccc3)NC2=O)cc1	10%	8%	16%	-7%	?	-2%	2%	10%	?
COc1cccc(C2NC(=O)c3sc(=S)n(-c4ccccc4)c3N2)c1 (stereo not drawn)	-5%	-2%	-7%	-5%[9.22 µM]	10%	-21%	-26%	-11%	16%
COc1ccc(Cn2c(SCc3ccc(C(=O)NC4CCCCC4)cc3)nc3ccncc32)cc1	.	17%	.	.	-24%	?	.	-8%	6%
CC(C)N(C)Cc1nnnn1CC(=O)N(C)Cc1cccc(Cl)c1	3%	14%	3%	-20%	-4%	10%	-2%	3%	-3%
CCN(CC)C(=O)CN(C#N)c1nc(C)cc(C)n1	10%	-16%[0.397 µM]	2%	-5%	10%	11%	9%	-9%	?
COC(=O)[C@@]12C[C@@H](CC(=O)NCc3cccc(C(F)(F)F)c3)C(=O)N(Cc3cccc4ccccc34)C1=CCC(C)(C)C2	?	19%	?	.	-20%	?	.	-15%	?
Cc1cc(OCC(=O)NCC(O)c2ccccc2)c2c(C)cc(=O)oc2c1 (stereo not drawn)	0%	-8%	-2%	-6%	-7%	23%	7%	4%	-16%
CC1(C(=O)Nc2ccc3nc[nH]c3c2)CCN1C(=O)Cc1ccc(-c2ccccc2)cc1 (stereo not drawn)	-16%	17%	-26%	.	0%	8%	16%	5%	0%
Cc1ccccc1NC(=S)NC(=O)c1cncc(Br)c1	11%	?	11%	1%	9%	-26%	-6%	?	?
Cc1ccc(C)c(S(=O)(=O)N2CCN(C(=O)c3cc(-c4cccs4)nn3-c3ccccc3)CC2)c1	-5%	3%	-8%	-1%	?	?	1%	13%	6.5µM*
O=C(CCN1C(=O)/C(=C/c2ccccc2Cl)SC1=S)NC1=NCCS1	16%	-21%	2%	-122%[inhibitor]	13%	4%	10%	17%	12%
CC1(C(=O)Nc2ccccc2)CCN1C(=O)C1(c2ccccc2)CC1 (stereo not drawn)	13%	25%	-3%	.	0%	?	-5%	1%	-1%

An excerpt from above, reduced to KB-V1 cytotox and HT1080 IDH1KD tx:
| mol | KB-V1 cytotox | HT1080 IDH1KD tx |
| --- | --- | --- |
| Cc1ccccc1NC(=S)NC(=O)c1cncc(Br)c1 | ? | 11% |
| Cc1ccc(C)c(S(=O)(=O)N2CCN(C(=O)c3cc(-c4cccs4)nn3-c3ccccc3)CC2)c1 | 6.5µM* | -8% |
